APP 5UTR inh: inhibitors of APP translation via 5'UTR reporter, primary screen, APP 5'UTR luciferase, SH-SY5Y cells. SH-SY5Y APP 5'UTR-luciferase reporter, luminescence. 0.82% of 190,000 active. inhibition, % at 2 µM;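 active = inhibition above a set limit, derived from the sample mean plus 3 SD, cut at about 45% in these data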; also: values of inactives mirror those of a sister screen read the other way
TNAP inh no acc: human TNAP enzyme inhibitors, primary screen, biochemical, luminescent, no phosphate acceptor, uHTS; purified TNAP, CDP-star luminescence, 30 min; inhibition, % at 20 µM; 0.26% of 200,000 active; AID 1012, 2008;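 active = tissue-nonspecific alkaline phosphatase inhibition above about 50% at 20 µM in the single-dose screen, limit read from the data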;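 also: 0% = DMSO negative control and 100% = EDTA positive control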
Target sequence (P05186 whole entry, looked up): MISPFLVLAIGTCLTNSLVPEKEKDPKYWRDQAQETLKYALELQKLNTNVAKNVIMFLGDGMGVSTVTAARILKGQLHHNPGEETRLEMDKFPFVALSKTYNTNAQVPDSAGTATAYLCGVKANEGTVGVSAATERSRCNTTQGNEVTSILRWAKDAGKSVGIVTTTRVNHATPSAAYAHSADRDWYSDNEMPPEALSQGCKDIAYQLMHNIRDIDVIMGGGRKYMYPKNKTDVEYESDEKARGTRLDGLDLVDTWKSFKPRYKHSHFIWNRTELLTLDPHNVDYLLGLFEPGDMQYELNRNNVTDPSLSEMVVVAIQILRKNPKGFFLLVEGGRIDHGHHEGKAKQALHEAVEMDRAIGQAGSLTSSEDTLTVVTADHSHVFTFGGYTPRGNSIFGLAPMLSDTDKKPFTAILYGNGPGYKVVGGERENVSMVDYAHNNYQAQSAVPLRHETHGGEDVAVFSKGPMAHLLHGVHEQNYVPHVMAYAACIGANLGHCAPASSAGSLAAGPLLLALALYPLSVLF
TNAP inh hi DEA: human TNAP enzyme inhibitors, primary screen, biochemical, luminescent, high phosphate acceptor level, uHTS. Alkaline phosphatase, tissue-nonspecific isozyme (Homo sapiens), P05186. purified TNAP, CDP-star luminescence, 1 M DEA. inhibition, % at 20 µM. 0.03% of 200,000 active. AID 1135, 2008;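 active = over 50% inhibition of tissue-nonspecific alkaline phosphatase at 20 µM in the single-dose screen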;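 also: plate controls were DMSO wells for no effect and EDTA-quenched wells as full inhibition for full effect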
TNAP act hi DEA: TNAP activators at high phosphate acceptor level, primary screen, biochemical, luminescence, uHTS; activation factor at 20 µM; AID 1136, 2008; 200,000 tested, under 10 active; purified TNAP, CDP-star luminescence, 1 M DEA, 30 min; active compounds read high; 0 = EDTA background, 1 = DMSO-only activity; Alkaline phosphatase, tissue-nonspecific isozyme (Homo sapiens), P05186;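 active = activation factor at least 2 at 20 µM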
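Control set: EDTA negative control, DMSO positive control / Assay system: human TNAP / Quantity: TNAP 1/800 final / Evaluation: TNAP activation factor scaled between EDTA and DMSO control wells / Measured by: luminescent substrate turnover signal / Compound dosing: one dose, 20 µM / Times: 30 min enzyme reaction at room temperature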
FLuc inh counter: firefly luciferase enzyme inhibitors, primary screen, artefact control for luciferase-based inhibitor screens, biochemical, luminescence, ATPLite. AID 1006, 2008. 10 min. Luciferin 4-monooxygenase (Photinus pyralis), P08659. inhibition, % at 10 µM. 1.5% of 200,000 active;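 active = inhibition above about 50% when tested at 10 µM, limit read from the data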
FLuc act counter: FLuc activators, initial screening, artefact control for FLuc-dependent activation tests, biochemical, ATPlite luminescence. Luciferin 4-monooxygenase (Photinus pyralis), P08659. ATPlite luciferase biochemical, 10 min; 0 = ATP-free wells, 1 = DMSO control. activation factor at 10 µM. 200,000 tested, under 10 active;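 active = luciferase activation factor, scaled between plate controls, of at least 2 with compound at 10 µM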
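Material: Luciferase/luciferin reagent mix | Doses: Test compounds dosed from 2 mM stocks in 100% DMSO | Timing: 10 min incubation after luciferase reagent addition, room temperature | Measured by: Luminescence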
bIAP inh: bovine intestinal alkaline phosphatase inhibitors, primary screen, selectivity assay for TNAP inhibitor project, biochemical, bovine IAP, CDP-star luminescence; AID 1019, 2008; inhibition, % at 20 µM; 190,000 tested, under 10 active; purified bovine IAP, 30 min; alkaline phosphatase, intestinal [Bos taurus];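 active = over 50% inhibition of intestinal alkaline phosphatase at 20 µM in the single-dose screen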
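Incubation: 30 min reaction at room temperature / Material: purified bovine intestinal alkaline phosphatase (IAP) enzyme / Input: enzyme at 1/65,000,000 dilution / Dosing: 20 µM single dose / Signal: CDP-star luminescence signal / Reagent: CDP-star chemiluminescent phosphatase substrate, 30 µM final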
RAM inhibit: inhibitors of the yeast RAM network, primary screen, dse1pr::URA3 reporter, 5-FOA selection. S. cerevisiae dse1pr::URA3 reporter, 5-FOA growth OD615, 2 d; analog-sensitive cbk1-as2 kinase mutant strain. inhibition, % at 50 µM. 1.8% of 190,000 active;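 active = inhibition above a set limit, 3 SD over mean compound inhibition, cut at about 8.4% in these data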;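 also: 0% = DMSO-only wells with no growth and 100% = 10 µM 1-NA-PP1 full growth; inhibition rescues growth on 5-FOA so higher OD means more RAM inhibition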
Lmaj promast: Leishmania major promastigote growth inhibition, primary screen | inhibition, % at 10 µM | 9% of 200,000 active | Leishmania major promastigotes, resazurin fluorescence viability | AID 1063, 2008; in the data active = inhibition above about 50%;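 also: promastigotes grown with compound for 44 hours at 28 °C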
bIAP activator: bovine intestinal alkaline phosphatase activators, primary screen, biochemical, bovine IAP, CDP-star luminescence. alkaline phosphatase, intestinal [Bos taurus]. purified bovine IAP, 30 min; active compounds read high; fold of DMSO-control signal, blank-subtracted. activation factor at 20 µM. 0.17% of 200,000 active. AID 1016, 2008;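 active = activation factor of 2 or more at 20 µM, a signal rise over negative controls twice the positive control's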
Active calls of the source: *. Rows are unselected (roughly 13% active in at least one column).

SMILES	APP 5UTR inh	TNAP inh no acc	TNAP inh hi DEA	TNAP act hi DEA	FLuc inh counter	FLuc act counter	bIAP inh	RAM inhibit	Lmaj promast	bIAP activator
CCOC(=O)C1(Cc2ccccc2)CCN(Cc2cccn2-c2cccnc2)CC1	-6	0	-6	1.1	-8	1.1	2	1.0	18	1
CCn1c2ccccc2c2cc(NC(=O)CSc3nnc(-c4ccccc4OC)n3N)ccc21	-4	-14	-6	1.1	-2	1	-5	1.6	8	1.1
CCc1cccc(C)c1NC(=O)c1ccccc1	8	4	3	1	-3	1	-3	5.1	7	1
Cc1ccc2sc(NC(=O)c3ccc(N4C(=O)CCC4=O)cc3)nc2c1C	5	-7	-1	1	-6	1.1	13	17*	-7	0.9
COc1ccc(-c2nc(SC)n(S(=O)(=O)c3ccccc3)n2)cc1	-38	38	-1	1	-1	1	6	1.7	-1	0.9
CCC(=O)NC(=S)Nc1cccc(C(C)=O)c1	10	-9	0	1	-4	1	-1	0.3	-5	1
CCCNC(=O)NC(=O)COc1ccc2oc3ccccc3c2c1	3	-9	-9	1.1	-1	1	23	2.7	6	0.8
CCSc1ncc(C#N)c(=O)[nH]1	2	0	-4	1	-5	1.1	6	-0.3	-7	0.9
c1ccc(-c2nc(NCc3ccco3)c3ccccc3n2)cc1	-23	-4	1	1	2	1	-36	1.1	66*	1.4
O=C(CSc1nnc(Cc2ccccc2)o1)c1ccccc1	-22	-12	-3	1	-4	1	12	1.4	-6	0.9
CCCCCCCn1ccc(=N)cc1	16	-10	-4	1	-6	1.1	0	0.2	38	1
CCCOc1ccc(C(=O)Nc2cc(-c3nn4c(C)nnc4s3)ccc2C)cc1	-1	-10	-1	1	-3	1	-9	5.3	-5	1.1
CCOc1ccc(N(CCCCO)C(=S)NC(=O)c2ccc(C)c(Br)c2)cc1	-14	-20	-2	1	-5	1.1	-12	0.5	-5	1.1
CC(=O)Nc1ccc(NC2=CC(=O)CC(C)(C)C2)cc1	-16	-15	8	0.9	-8	1.1	7	1.1	-3	0.9
CC(C)CNc1nc(SCC(=O)Nc2ccccc2)nc(N2CCOCC2)n1	-17	-13	-6	1.1	-4	1	-6	5.2	0	1.1
COc1ccccc1OCC(=O)Nc1ccccc1C(=O)NCc1ccco1	3	-9	1	1	-7	1.1	4	1.8	6	1
COc1ccc(/C=N/NC(=O)CNc2ccc(Br)cc2)c(C(=O)O)c1OC	-15	-3	-4	1	-2	1	-4	0.3	-8	1
COc1ccc(NS(=O)(=O)c2ccc(Cl)c(N)c2)cc1Br	-12	3	-3	1	-3	1	-19	0.8	10	1.2
Cc1ccnc(N2C(=O)OC(C)(C)C2(C)O)c1 (stereo not given)	-1	-2	-2	1	-7	1.1	1	-1.3	-6	1
S=c1[nH]c2ncccc2o1	-3	-13	-1	1	-2	1	2	0.2	-5	1
O=S(=O)(NC1CCCCC1Nc1ccccc1)c1ccccc1 (stereo not given)	-6	-19	-6	1.1	-9	1.1	35	1.4	-1	0.6
O=C1c2ccccc2C(=O)C12OC2c1cccc2ccccc12 (stereo not given)	15	-6	0	1	-1	1	10	-0.2	-5	0.9
CCCCSc1nnc(C)c(=O)[nH]1	3	-15	-7	1.1	-6	1.1	6	0.7	-4	0.9
Cc1nc2ccccc2c(-c2ccccc2)c1C(=O)c1ccccc1	4	-3	-4	1	-2	1	4	-0.3	1	1
CC(=O)c1cnc2c(-c3ccccc3)cnn2c1C	-13	-2	3	1	7	0.9	-7	0.0	-9	1.1
CSc1ccccc1NC(=O)c1ccccc1N(Cc1ccccc1)S(C)(=O)=O	-23	-8	-6	1.1	-7	1.1	7	1.3	6	0.9
COc1cccc(C(=O)Oc2cc3c4c(c2)C(C)=CC(C)(C)N4C(=O)C3=O)c1	-4	2	-1	1	-11	1.1	16	3.9	3	0.8
Cc1ccc(NC(=O)CCC(=O)NNC(=O)c2cccc([N+](=O)[O-])c2)cc1C	-1	-43	1	1	-7	1.1	12	3.6	-3	0.9
CCSc1nnc(NC(=O)CSc2nc3c(cc2C#N)CCCC3)s1	-29	-10	-1	1	9	0.9	-3	3.5	0	1
CC(Nc1cc(N2CCNCC2)ccc1[N+](=O)[O-])c1ccccc1 (stereo not given)	0	1	17	0.8	0	1	-7	1.3	100*	1.1
O=C(c1ccco1)N1CCN(CC(=O)N2c3ccccc3CCc3ccccc32)CC1	1	-5	-4	1	-4	1	-24	-0.7	21	1.2
COc1cc(/C=N/N=C2/NC(=O)C(c3ccccc3)S2)ccc1O (stereo not given)	9	3	2	1	-1	1	1	1.4	-8	1
O=C(NCCOc1ccccc1)c1ccccc1	-123	-4	2	1	15	0.9	4	0.9	-2	1
COc1cccc(CNC(=O)C2CCN(S(=O)(=O)N3CCCC3)CC2)c1	14	-8	-2	1	-6	1.1	8	0.6	-9	0.9
CCc1nnc(NC(=O)CSc2nnc(-c3ccco3)n2CCOC)s1	-8	-4	-1	1	0	1	-2	1.4	-2	1
O=C(O)c1cccc(N2CCCC2=O)c1	-12	-12	-1	1	-2	1	11	1.0	-1	0.9
CC1C(=O)C(C)C(c2ccc([N+](=O)[O-])cc2)NC1c1ccc([N+](=O)[O-])cc1 (stereo not given)	1	-4	0	1	-8	1.1	-11	0.5	4	1.1
O=C(C1CCN(C2CCN(C/C=C/c3ccccc3)CC2)CC1)N1CCOCC1	-14	-5	-2	1	-6	1.1	-2	4.2	59*	1
Cc1ccc(N2CC(C(=O)OCC(=O)C(C)(C)C)CC2=O)cc1 (stereo not given)	-9	1	-6	1.1	-11	1.1	7	0.8	-2	0.9
CCOC(=O)C1=NOC(COc2ccccc2C=O)C1 (stereo not given)	-18	-6	-7	1.1	-5	1.1	-4	0.1	-7	1
O=C(O)c1ccc(N2C(=O)CC(Cc3ccccc3)C2=O)cc1 (stereo not given)	-1	-3	-8	1.1	-8	1.1	-2	-0.8	3	1
CN1CCN(CC(=O)Nc2c(C(=O)C3CC3)oc3ccccc23)CC1	-19	-1	-2	1	-4	1	-19	0.8	16	1.2
O=C(N/N=C/c1ccc(O)c(O)c1O)/C(=C/c1ccc([N+](=O)[O-])cc1)NC(=O)c1ccccc1	12	22	-10	1.1	-8	1.1	42	4.4	-10	0.6

Among those listed so far, 8 have four or more nitrogen atoms.
SMILES	APP 5UTR inh	TNAP inh no acc	TNAP inh hi DEA	TNAP act hi DEA	FLuc inh counter	FLuc act counter	bIAP inh	RAM inhibit	Lmaj promast	bIAP activator
CCn1c2ccccc2c2cc(NC(=O)CSc3nnc(-c4ccccc4OC)n3N)ccc21	-4	-14	-6	1.1	-2	1	-5	1.6	8	1.1
CCCOc1ccc(C(=O)Nc2cc(-c3nn4c(C)nnc4s3)ccc2C)cc1	-1	-10	-1	1	-3	1	-9	5.3	-5	1.1
CC(C)CNc1nc(SCC(=O)Nc2ccccc2)nc(N2CCOCC2)n1	-17	-13	-6	1.1	-4	1	-6	5.2	0	1.1
Cc1ccc(NC(=O)CCC(=O)NNC(=O)c2cccc([N+](=O)[O-])c2)cc1C	-1	-43	1	1	-7	1.1	12	3.6	-3	0.9
CCSc1nnc(NC(=O)CSc2nc3c(cc2C#N)CCCC3)s1	-29	-10	-1	1	9	0.9	-3	3.5	0	1
CC(Nc1cc(N2CCNCC2)ccc1[N+](=O)[O-])c1ccccc1 (stereo not given)	0	1	17	0.8	0	1	-7	1.3	100*	1.1
CCc1nnc(NC(=O)CSc2nnc(-c3ccco3)n2CCOC)s1	-8	-4	-1	1	0	1	-2	1.4	-2	1
O=C(N/N=C/c1ccc(O)c(O)c1O)/C(=C/c1ccc([N+](=O)[O-])cc1)NC(=O)c1ccccc1	12	22	-10	1.1	-8	1.1	42	4.4	-10	0.6

Single records, from the list above. Values in the order: APP 5UTR inh, TNAP inh no acc, TNAP inh hi DEA, TNAP act hi DEA, FLuc inh counter, FLuc act counter, bIAP inh, RAM inhibit, Lmaj promast, bIAP activator
CCCNC(=O)NC(=O)COc1ccc2oc3ccccc3c2c1 is entered as 3, -9, -9, 1.1, -1, 1, 23, 2.7, 6, 0.8
O=C(N/N=C/c1ccc(O)c(O)c1O)/C(=C/c1ccc([N+](=O)[O-])cc1)NC(=O)c1ccccc1 is entered as 12, 22, -10, 1.1, -8, 1.1, 42, 4.4, -10, 0.6

Bioassay records (PubChem BioAssay)
